# TRb-SRC2 inh = disrupts binding of human TR beta to SRC2; P10828; TRbeta-SRC2 peptide binding, fluorescence polarization; receptor liganded with 1 µM T3; Potency, µM (series often up to 106 µM), for inactives: at the highest dose activity change, negative = inhibition, most hits filed as inhibitors; actives 0.065% (n = 280,000);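 note: plate controls were bound peptide for no effect and peptide without receptor for full effect; nearly all actives have a fitted effect of over 50% in size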
#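 Compounds were added to 0.6 uM TRb ligand-binding domain and 20 nM Texas Red-labeled SRC2 peptide in Tris buffer containing 1 uM T3, incubated 5 hr at ambient temperature, then read by fluorescence polarization.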
# HTT cytoprotect = protects HTT-Q103 PC12 cells, measured by ATP; PC12 HTT-Q103 induced, cytoprotection, ATP luminescence, 40 h; Potency, µM (top dose mostly 56.4 µM), for inactives: cytoprotection (ATP increase), most hits filed as activators; actives 0.14% (n = 230,000);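 note: % of control where 0% means no effect; nearly all actives have a fitted effect of over 45% in size; toxic huntingtin expression switched on by the ecdysone agonist tebufenozide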
#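 Huntington model: PC12 line, ecdysone-inducible HTTQ103 exon1–GFP, tebufenozide 100 nM. Test articles in a dose series. Endpoint luminescence from cellular ATP.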
# L3MBTL1 block = inhibitors of human L3MBTL1. Q9Y468. AlphaScreen L3MBTL1–H3K9me1 peptide binding. Potency, µM (series often up to 57.1 µM), for the others: top-dose activity, negative = inhibition, usual class: inhibitors. actives 0.66% (n = 230,000); note: % is set by controls: 0 for no effect and ±100 for the full control effect; nearly all actives have a fitted effect of over 60% in size
# Target sequence (Q9Y468 whole entry, looked up): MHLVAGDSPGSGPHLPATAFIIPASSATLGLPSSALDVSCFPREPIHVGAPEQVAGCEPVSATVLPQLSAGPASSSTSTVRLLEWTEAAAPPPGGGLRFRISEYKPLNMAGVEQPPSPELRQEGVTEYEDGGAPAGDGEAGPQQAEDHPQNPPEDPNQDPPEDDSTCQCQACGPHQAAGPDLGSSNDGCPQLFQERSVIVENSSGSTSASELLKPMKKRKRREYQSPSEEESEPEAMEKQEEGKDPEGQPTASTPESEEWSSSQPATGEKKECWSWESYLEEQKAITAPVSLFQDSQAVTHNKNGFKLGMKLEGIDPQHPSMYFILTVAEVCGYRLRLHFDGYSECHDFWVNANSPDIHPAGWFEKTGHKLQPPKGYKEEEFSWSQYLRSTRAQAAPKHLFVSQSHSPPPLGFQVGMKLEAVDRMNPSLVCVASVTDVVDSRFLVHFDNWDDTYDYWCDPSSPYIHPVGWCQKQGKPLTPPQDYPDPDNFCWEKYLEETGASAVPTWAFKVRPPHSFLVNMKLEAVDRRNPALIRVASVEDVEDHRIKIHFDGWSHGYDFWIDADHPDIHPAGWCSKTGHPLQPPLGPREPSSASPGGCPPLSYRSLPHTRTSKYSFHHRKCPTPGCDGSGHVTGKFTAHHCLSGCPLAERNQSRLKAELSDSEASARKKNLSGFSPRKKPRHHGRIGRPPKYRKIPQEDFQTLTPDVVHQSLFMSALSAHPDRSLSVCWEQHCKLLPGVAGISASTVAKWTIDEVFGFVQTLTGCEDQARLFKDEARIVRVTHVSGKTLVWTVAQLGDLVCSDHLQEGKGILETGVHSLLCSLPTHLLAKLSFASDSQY
#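 Read-out is AlphaScreen signal from streptavidin donor and nickel chelate acceptor beads (10 ug/mL final each) bridging L3MBTL1 (50 nM) and biotinylated K9-monomethylated H3(1-15) peptide (75 nM), after 30 min compound exposure at room temperature.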
# TexasRed fluor = alters Texas Red total fluorescence, flagging assay interference; TRb/SRC2 Texas Red total fluorescence interference; Potency, µM (series often up to 106 µM), inactives show at the highest dose fluorescence change, negative = quenching; actives 0.29% (n = 280,000); active = well fitted curve in either direction with a large enough effect; note: % is set by controls: 0 for no effect and ±100 for the full control effect
#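 Human TRβ ligand-binding domain (0.6 uM) and Texas Red SRC2 peptide (20 nM) in Tris buffer with 1 uM T3 and 5% DMSO were incubated with pinned compound for 5 hr at ambient temperature. Total fluorescence was computed as S + 2P (555/632 nm).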
# Numbers without * were called inactive; / = no result given; [ ] = dose if it differs, or a comment. Unless noted, calls come from the whole dose curve; as a rule, active = well fitted curve in the direction sought with a large enough effect; inconclusive = small, poorly fitted or top-dose-only effect, or another doubt; inactive = no such curve, though single readings can be large; an effect the other way counts as inactive or inconclusive. Potency is the fitted concentration of half-maximal effect.
# Key to letters – A = TRb-SRC2 inh; B = HTT cytoprotect; C = L3MBTL1 block; D = TexasRed fluor
(1) COc1ccc(C(CNC(=O)c2oc3ccccc3c2C)N2CCCC2)cc1 (stereo not drawn)
  A = /	B = /	C = -5%	D = /
(2) CCCc1ccc(Oc2cc(NN3CCCCC3)c([N+](=O)[O-])cc2[N+](=O)[O-])cc1
  A = /	B = /	C = 1%	D = /
(3) COc1ccc(OC)c(CCNC(=O)Cc2ccc(NC3=NC4CS(=O)(=O)CC4S3)cc2)c1 (stereo not drawn)
  A = /	B = /	C = -5%	D = /
(4) CC(=O)N1CCN(C(=O)c2ccc(S(=O)(=O)Nc3ccccc3C)cc2)CC1
  A = /	B = /	C = 3%	D = /
(5) CCc1ccc(NC(=O)Cn2cc([N+](=O)[O-])nc2C)cc1
  A = /	B = /	C = 1%	D = /
(6) O=C(COc1ccc2c(c1)CCC2)Nc1ccccn1
  A = /	B = /	C = 0%	D = /
(7) COc1cccc(NC(=O)CN(C)C(=O)C(CCSC)NC(=O)c2ccco2)c1 (stereo not drawn)
  A = /	B = /	C = -3%	D = /
(8) CC(C)CN1C(Nc2ccccc2)=NC[C@@H]1C
  A = /	B = /	C = 2%	D = /
(9) NC(=O)C1CCN(C(=O)c2cc3c(s2)CCCCC3)CC1
  A = /	B = /	C = 1%	D = /
(10) O=C(COC(=O)C1CC1)Nc1nc(-c2ccc(F)c(F)c2)cs1
  A = /	B = /	C = -3%	D = /
(11) CCOc1ccccc1NC(=O)c1ccc2ccccc2c1
  A = /	B = /	C = -7%[2.29 µM]	D = /
(12) CC(=O)Nc1cccc(NC(=O)CSc2ncc(C(=O)Nc3ccccc3)c(=O)n2C)c1
  A = /	B = /	C = 7%	D = /
(13) Cc1cc(C)cc(C(=O)NCC(=O)OCN2C(=O)c3ccccc3C2=O)c1
  A = /	B = /	C = 5%	D = /
(14) CC1CCC(NC(=O)COC(=O)CSc2ccc(C(N)=O)cc2[N+](=O)[O-])CC1 (stereo not drawn)
  A = /	B = /	C = 4%	D = /
(15) O=c1oc2ccccc2c2c1ccc1ccccc12
  A = /	B = /	C = 63%[activator]	D = /
(16) Oc1ccc2ccccc2c1-c1sc(Nc2ccccc2)n[n+]1-c1ccc(F)cc1
  A = /	B = /	C = -8%	D = /
(17) CCN1CCN(C(=O)CN2C(=O)c3ccccc3S2(=O)=O)CC1
  A = /	B = /	C = 4%	D = /
(18) COc1nc(-c2ccc(Cl)cc2Cl)nc2ccccc12
  A = /	B = /	C = 6%	D = /
(19) CC(=O)Oc1ccc(-c2nc3cc(Cl)ccc3c(=O)o2)cc1
  A = /	B = /	C = -5%	D = /
(20) COc1cccc(OC)c1C(=O)OCC(=O)NC1CCCCCC1
  A = /	B = /	C = 42%[activator]	D = /
(21) O=C(COc1ccccc1)NCC(c1ccco1)N1CCN(c2ccccc2F)CC1 (stereo not drawn)
  A = /	B = /	C = -8%	D = /
(22) Cc1ccc(S(=O)(=O)NN=Cc2ccc(N3CCOCC3)cc2)cc1[N+](=O)[O-]
  A = /	B = /	C = -1%	D = /
(23) O=C(Nc1ccc(OCc2ccccc2)cc1)c1cccs1
  A = /	B = /	C = -2%[2.29 µM]	D = /
(24) COc1ccc(SC[C@H](C)CN2CC[C@H](C)CCC2=O)cc1
  A = /	B = /	C = -1%	D = /
(25) COc1ccc(C)cc1NC(=O)c1nn(C)c(C(=O)Nc2cc(C)ccc2OC)c1[N+](=O)[O-]
  A = /	B = /	C = -3%	D = /
(26) CC1CCN(C(=O)CN(Cc2ccccc2)S(C)(=O)=O)CC1
  A = /	B = /	C = 0%	D = /
(27) CC1CCCCC1NC(=S)NC(=O)c1ccccc1Cl (stereo not drawn)
  A = /	B = /	C = 4%	D = /
(28) COC(=O)[C@@]1(C)[C@H]2C(=O)N(C)C(=O)[C@H]2[C@H]2CN=C(SCC(=O)c3ccccc3)N21
  A = /	B = /	C = 1%	D = /
(29) COc1ccc(CN2CCSCC2)c(C)c1C
  A = /	B = /	C = -1%	D = /
(30) CC(OC(=O)c1ncc(Cl)c(Cl)c1Cl)C(=O)NC1CCCCC1C (stereo not drawn)
  A = /	B = /	C = 2%	D = /
(31) C#CCOCCOCCOCCNc1nc(N2CCN(C(=O)[C@H](CCCCN)n3cc(CC(C)O)nn3)CC2)nc(N2CCN(C(=O)[C@H](CCCCN)n3cc(CC(C)O)nn3)CC2)n1 (stereo partly drawn)
  A = /	B = /	C = 8%	D = /
(32) CN(C)CCCNC(=O)C[C@H]1C[C@H](C(=O)N2CCCCC2)[C@@]2(CCc3ccccc3)c3[nH]c4cc(CCC(=O)N(C)C)ccc4c3CCN2C1=O
  A = /	B = /	C = -18%	D = /
(33) COc1ccccc1CNC(=O)[C@H](CCSC)NC(=O)[C@@H]1Cc2ccccc2CN1
  A = /	B = /	C = 4%	D = /
(34) O=C(COC(=O)/C=C/c1ccccc1)NC1CCCC1
  A = /	B = /	C = 2%	D = /
(35) Cc1ccc(OCCNC(=O)CNC(=O)c2ccccc2Cl)cc1
  A = /	B = /	C = 4%	D = /
(36) CCOC(=O)C1CCCCN1S(=O)(=O)c1cc2c(cc1C)NC(=O)CO2 (stereo not drawn)
  A = /	B = /	C = 4%	D = /
(37) CN(C)CCCNC(=O)C[C@H]1C[C@H](C(=O)N2CCOCC2)[C@@]2(CCC3CCCC3)c3[nH]c4cc(CCC(=O)N(C)C)ccc4c3CCN2C1=O
  A = /	B = /	C = -7%	D = /
(38) C=CCc1ccc(OCCCNCc2ccccc2)c(OC)c1
  A = /	B = /	C = 0%	D = /
(39) CCCOC(=O)c1ccc(NC(=O)Cc2cccs2)cc1
  A = /	B = /	C = -6%	D = /
(40) Cc1cccc(NC(=O)C(=O)NCC2CCCN2S(=O)(=O)c2cccs2)c1C (stereo not drawn)
  A = /	B = /	C = -2%	D = /
(41) Cc1ccc(C(=O)OCC(=O)NCCNC(=O)COC(=O)c2ccc(C)o2)o1
  A = /	B = /	C = 2%	D = /
(42) CCOc1ccc2oc(C(=O)NCc3ccccc3CN3CCCC3)c(C)c2c1
  A = /	B = /	C = 0%	D = /
(43) c1ccc(NC(c2ccccc2)c2ccncc2)cc1 (stereo not drawn)
  A = /	B = /	C = 3%	D = /
(44) Cc1c(NC(=O)c2ccc(NS(=O)(=O)c3ccc(F)c(F)c3)cc2)c(=O)n(-c2ccccc2)n1C
  A = /	B = /	C = 1%	D = /
(45) Cc1cccc(C(=O)OCC(=O)N2CCCCCC2)c1C
  A = /	B = /	C = 2%	D = /
(46) Cc1c[nH]c2ccccc12
  A = /	B = -4%	C = -11%	D = /
(47) O=C(C1CCC(CNc2c(N3CCCCC3)c(=O)c2=O)CC1)N1CCN(c2ccccn2)CC1 (stereo not drawn)
  A = /	B = -4%	C = 2%	D = /
(48) CCN1/C(=C/C=C/c2sc3ccccc3[n+]2CC)Sc2ccccc21
  A = /	B = -97%[inhibitor]	C = 28µM*	D = /
(49) OC[C@@H](O)[C@@H](O)[C@H](O)[C@@H](O)CO
  A = 5%[201 µM]	B = /	C = 8%	D = -2%[201 µM]

# By substructure: the entries above with nitrogen in an aromatic ring
# Key to letters – A = TRb-SRC2 inh; B = HTT cytoprotect; C = L3MBTL1 block; D = TexasRed fluor
(5) CCc1ccc(NC(=O)Cn2cc([N+](=O)[O-])nc2C)cc1
  A = /	B = /	C = 1%	D = /
(6) O=C(COc1ccc2c(c1)CCC2)Nc1ccccn1
  A = /	B = /	C = 0%	D = /
(10) O=C(COC(=O)C1CC1)Nc1nc(-c2ccc(F)c(F)c2)cs1
  A = /	B = /	C = -3%	D = /
(12) CC(=O)Nc1cccc(NC(=O)CSc2ncc(C(=O)Nc3ccccc3)c(=O)n2C)c1
  A = /	B = /	C = 7%	D = /
(16) Oc1ccc2ccccc2c1-c1sc(Nc2ccccc2)n[n+]1-c1ccc(F)cc1
  A = /	B = /	C = -8%	D = /
(18) COc1nc(-c2ccc(Cl)cc2Cl)nc2ccccc12
  A = /	B = /	C = 6%	D = /
(19) CC(=O)Oc1ccc(-c2nc3cc(Cl)ccc3c(=O)o2)cc1
  A = /	B = /	C = -5%	D = /
(25) COc1ccc(C)cc1NC(=O)c1nn(C)c(C(=O)Nc2cc(C)ccc2OC)c1[N+](=O)[O-]
  A = /	B = /	C = -3%	D = /
(30) CC(OC(=O)c1ncc(Cl)c(Cl)c1Cl)C(=O)NC1CCCCC1C (stereo not drawn)
  A = /	B = /	C = 2%	D = /
(31) C#CCOCCOCCOCCNc1nc(N2CCN(C(=O)[C@H](CCCCN)n3cc(CC(C)O)nn3)CC2)nc(N2CCN(C(=O)[C@H](CCCCN)n3cc(CC(C)O)nn3)CC2)n1 (stereo partly drawn)
  A = /	B = /	C = 8%	D = /
(32) CN(C)CCCNC(=O)C[C@H]1C[C@H](C(=O)N2CCCCC2)[C@@]2(CCc3ccccc3)c3[nH]c4cc(CCC(=O)N(C)C)ccc4c3CCN2C1=O
  A = /	B = /	C = -18%	D = /
(37) CN(C)CCCNC(=O)C[C@H]1C[C@H](C(=O)N2CCOCC2)[C@@]2(CCC3CCCC3)c3[nH]c4cc(CCC(=O)N(C)C)ccc4c3CCN2C1=O
  A = /	B = /	C = -7%	D = /
(43) c1ccc(NC(c2ccccc2)c2ccncc2)cc1 (stereo not drawn)
  A = /	B = /	C = 3%	D = /
(44) Cc1c(NC(=O)c2ccc(NS(=O)(=O)c3ccc(F)c(F)c3)cc2)c(=O)n(-c2ccccc2)n1C
  A = /	B = /	C = 1%	D = /
(46) Cc1c[nH]c2ccccc12
  A = /	B = -4%	C = -11%	D = /
(47) O=C(C1CCC(CNc2c(N3CCCCC3)c(=O)c2=O)CC1)N1CCN(c2ccccn2)CC1 (stereo not drawn)
  A = /	B = -4%	C = 2%	D = /
(48) CCN1/C(=C/C=C/c2sc3ccccc3[n+]2CC)Sc2ccccc21
  A = /	B = -97%[inhibitor]	C = 28µM*	D = /

# High-throughput results as filed in PubChem.

# An excerpt; the hit share may differ from the screen's.
